# HT1080NT lethal: kills 2HG-producing HT-1080-NT fibrosarcoma cells | Potency, µM (series often up to 46.1 µM), without a hit: at the top dose activity, negative = less viability, most hits filed as cytotoxic | HT-1080-NT fibrosarcoma viability, CellTiter-Glo ATP luminescence, 48 h | actives 1.6% (n = 360,000);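 further: NT is the 2HG producing partner of a matched IDH1 knockdown line; potency means the concentration at half of the fitted maximal effect; 0% = DMSO-treated cells and -100% = media-only wells without cells; nearly all actives have a fitted effect of over 55% in size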
#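 HT-1080-NT fibrosarcoma cells (2HG-overproducing), 750 cells/well in RPMI with 5% FBS, dosed after 2 h and incubated 48 h at 37C. CellTiter-Glo luminescence normalized to DMSO and no-cell wells; concentration-response curves fitted and classed.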
# HT1080 IDH1KD tx: HT-1080 IDH1 knockdown cell toxicity (counter line). HT-1080 IDH1 knockdown viability, ATP luminescence, 48 h. Potency, µM (highest dose often 46.1 µM), for inactives: at the highest dose activity, negative = toxicity, usual class: cytotoxic. actives 2% (n = 360,000);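 further: potency means the concentration at half of the fitted maximal effect; 0% = DMSO wells and -100% = cell-free medium wells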
#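 % activity derives from luminescence (CellTiter-Glo), normalised to DMSO and no-cell wells. HT-1080-IDH1KD cells, 750/well, had 48 h compound exposure at 37 °C.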
# KB-V1 MDR tox: kills drug-selected multidrug resistant KB-V1 cells; KB-V1 MDR cells viability, CellTiter-Glo, 72 h; AID 1347076; actives 3.4% (n = 400,000); Potency, µM (series often up to 46.1 µM), without a hit: top-dose activity change, negative = cytotoxicity, actives largely listed as cytotoxic; further: potency means the concentration at half of the fitted maximal effect; on the % scale 0 is the no-effect control and ±100 the full control effect; nearly all actives have a fitted effect of over 60% in size
#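 Compound-treated KB-V1 multidrug-resistant cells, 72 h, 37 degrees C; viability by CellTiter-Glo. Fitted qHTS curves give the values.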
# IL-1B inflam inh: inflammasome signaling inhibition, IL-1 beta readout; THP-1 LPS/ATP IL-1B secretion, AlphaLISA, 16 h; stronger effect = lower value; activity change, % at 57.5 µM; actives 4.7% (n = 360,000); in the data active means activity change below about -50%; inconclusive means mostly about -30% to -49%; further: on the % scale 0 is the no-effect control and ±100 the full control effect
#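 Secreted IL-1B measured by AlphaLISA bead assay after 16 h compound exposure of THP-1 cells; compounds (final up to 57.5 uM) added 1 h before LPS (250 ng/mL) and ATP (1.25 mM) stimulation; lower signal means less secretion.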
# KB-3-1 tox: kills parental KB-3-1 adenocarcinoma cells; Potency, µM (titrated, usually from 46.1 µM), without a hit: at the top dose activity change, negative = cytotoxic, most hits filed as cytotoxic; AID 1347075; KB-3-1 viability, CellTiter-Glo ATP luminescence, 72 h; actives 1.4% (n = 400,000); further: potency means the concentration at half of the fitted maximal effect; on the % scale 0 is the no-effect control and ±100 the full control effect; nearly all actives have a fitted effect of over 60% in size
#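 72 h, 37 °C compound treatment of KB-3-1 parental cells; CellTiter-Glo added, 10 min, luminescence read. Data corrected against DMSO-only plates and normalized before curve fitting.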
# ATXN2 expr inh: reduces ATXN2 reporter expression in HEK-293 cells; HEK-293 ATXN2-luciferase reporter, luminescence, 24 h; Potency, µM (top dose mostly 57 µM), inactives show at the top dose activity change, negative = inhibition, most hits filed as inhibitors; actives 0.72% (n = 360,000); AID 1745845; further: potency means the concentration at half of the fitted maximal effect; on the % scale 0 is the no-effect control and ±100 the full control effect; nearly all actives have a fitted effect of over 55% in size
#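 ATXN2-luciferase reporter cells (luciferase flanked by upstream and downstream ATXN2 gene portions) were treated 24 h at 37 °C with compounds at up to 57 uM. SteadyGlo luminescence gave expression; GF-AFC fluorescence gave viability.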
# MCF10A rerep: inducers of DNA re-replication in MCF 10A breast cells; MCF 10A DNA re-replication, Hoechst nuclear intensity, 48 h; Potency, µM (titrated, usually from 46.1 µM), without a hit: at the highest dose activity, positive = re-replication, usual class: activators; actives 2.9% (n = 350,000); AID 624296; further: potency means the concentration at half of the fitted maximal effect; % of control where 0% means no effect; nearly all actives have a fitted effect of over 50% in size
# SW480 rereplic: induces DNA re-replication in SW480 colon adenocarcinoma cells. SW480 DNA re-replication, Hoechst DNA content imaging, 48 h. Potency, µM (top dose mostly 46.1 µM), inactives show at the highest dose re-replication activation, actives largely listed as activators. actives 1.8% (n = 340,000); further: potency means the concentration at half of the fitted maximal effect; % of control where 0% means no effect; nearly all actives have a fitted effect of over 55% in size
#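 Compounds, transferred as 23 nL by pin tool, were incubated with cells for 48 hr; DNA content per nucleus was then quantified by Hoechst staining and fluorescence plate imaging.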
# WRN inhibitor: blocks human WRN helicase; AID 651768; actives 0.46% (n = 360,000); Potency, µM (series often up to 114 µM), for inactives: top-dose activity change, negative = inhibition, hits mostly inhibitors; WRN helicase unwinding, fluorescent forked duplex, kinetic; further: potency means the concentration at half of the fitted maximal effect; on the % scale 0 is the no-effect control and ±100 the full control effect; nearly all actives have a fitted effect of over 55% in size
# Target sequence (Q14191 whole entry, looked up): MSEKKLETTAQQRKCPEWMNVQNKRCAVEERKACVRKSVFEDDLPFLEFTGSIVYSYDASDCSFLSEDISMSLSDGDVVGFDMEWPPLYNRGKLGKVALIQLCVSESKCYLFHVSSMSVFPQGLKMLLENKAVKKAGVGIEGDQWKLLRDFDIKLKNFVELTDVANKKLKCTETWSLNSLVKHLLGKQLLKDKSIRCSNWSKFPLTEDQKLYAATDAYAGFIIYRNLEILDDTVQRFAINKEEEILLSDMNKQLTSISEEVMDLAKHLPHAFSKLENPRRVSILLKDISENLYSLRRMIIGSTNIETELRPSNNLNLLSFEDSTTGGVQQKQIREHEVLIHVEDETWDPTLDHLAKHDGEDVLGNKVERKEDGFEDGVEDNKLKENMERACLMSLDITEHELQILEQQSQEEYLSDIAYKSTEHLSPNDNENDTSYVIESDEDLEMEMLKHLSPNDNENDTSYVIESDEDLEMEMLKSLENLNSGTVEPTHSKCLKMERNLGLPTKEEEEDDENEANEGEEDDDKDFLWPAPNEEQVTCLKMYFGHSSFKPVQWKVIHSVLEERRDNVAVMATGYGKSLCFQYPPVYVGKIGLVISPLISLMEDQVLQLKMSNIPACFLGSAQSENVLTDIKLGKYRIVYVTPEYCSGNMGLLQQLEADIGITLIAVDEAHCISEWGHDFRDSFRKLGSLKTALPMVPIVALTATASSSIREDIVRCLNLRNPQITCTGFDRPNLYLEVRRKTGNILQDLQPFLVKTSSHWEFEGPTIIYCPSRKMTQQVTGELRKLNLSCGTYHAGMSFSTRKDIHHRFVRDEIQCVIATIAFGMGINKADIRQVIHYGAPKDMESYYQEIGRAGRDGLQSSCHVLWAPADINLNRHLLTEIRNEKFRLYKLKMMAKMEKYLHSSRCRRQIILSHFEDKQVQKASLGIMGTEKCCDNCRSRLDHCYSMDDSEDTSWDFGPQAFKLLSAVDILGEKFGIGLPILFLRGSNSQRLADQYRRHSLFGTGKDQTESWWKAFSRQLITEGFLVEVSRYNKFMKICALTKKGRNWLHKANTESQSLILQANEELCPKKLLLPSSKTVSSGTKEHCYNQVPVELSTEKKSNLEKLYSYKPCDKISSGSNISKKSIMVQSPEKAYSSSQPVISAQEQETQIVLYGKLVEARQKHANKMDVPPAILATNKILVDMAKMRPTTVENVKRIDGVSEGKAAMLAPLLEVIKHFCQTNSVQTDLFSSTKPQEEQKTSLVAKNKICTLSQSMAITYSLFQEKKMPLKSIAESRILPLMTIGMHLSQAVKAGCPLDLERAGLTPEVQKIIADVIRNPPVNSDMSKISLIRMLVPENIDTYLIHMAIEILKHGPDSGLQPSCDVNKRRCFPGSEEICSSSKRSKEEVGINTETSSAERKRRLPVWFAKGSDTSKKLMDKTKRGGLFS
#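 WRN at 20 nM final was preincubated with compound for 15 min at room temperature; reaction started with 100 nM forked duplex oligonucleotide carrying fluorophore and quencher plus 2 mM ATP (final). Unwinding followed kinetically by red fluorescence (ex 525/em 598 nm).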
# * hit, by the source's call; i = inactive; u = inconclusive; x = not tested or not shown; [ ] = another dose, or the depositor's remark. Unless noted, the call rests on the fitted dose curve; in most records, active means well fitted curve in the direction sought with a large enough effect; inconclusive means small, poorly fitted or top-dose-only effect, or another doubt; inactive means no such curve, though single readings can be large; an effect the other way counts as inactive or inconclusive.
SMILES,HT1080NT lethal,HT1080 IDH1KD tx,KB-V1 MDR tox,IL-1B inflam inh,KB-3-1 tox,ATXN2 expr inh,MCF10A rerep,SW480 rereplic,WRN inhibitor
CC(C)(C)OC(=O)Nc1ccc([C@H](NC(=O)OC(C)(C)C)C(=O)OC(C)(C)C)cc1,0%,12%,7%,14,14%,6%,10%,2%,7%
Nc1nc(N)n(-c2ccccc2)c(=Nc2ccccc2)n1,1%,7%,20%,-6,12%,2%,0%,-28%,-5%
COc1cc(CCNC(=O)CCCn2c(=O)c3cccn3c3cccnc32)cc(OC)c1OC,10%,18%,19%,-9,20%,-1%,5%,-4%,1%
NC(=O)CSc1nnc(-c2cccc(S(=O)(=O)N3CCOCC3)c2)o1,0%,-3%,-1%,-7,9%,x,x,x,0%
CCOCCCn1c(=S)[nH]c2cc(C(=O)N3CCN(C4CCCCC4)CC3)ccc2c1=O,2%,-1%,-7%,6,-6%,-21%,24%,0%,3%
Cn1c(=O)[nH]c(=O)c2c1nc(NC1CCCCC1)n2CCO,-4%,-1%,5%,-6,1%,-11%,9%,1%,-5%
CC1CCCCN1C(=O)Cn1c(=O)n(C2CCCCC2)c(=O)c2ccccc21 (stereo not drawn),-4%,-1%,0%,-4,0%,-3%,-3%,0%,1%
Cc1nc(CCNC(=O)c2cc(COc3ccc(F)cc3Cl)on2)sc1C,-10%,2%,u,u,-4%,x,8%,-6%,-7%
O=C(c1ccc(-c2ccc([N+](=O)[O-])cc2)o1)N1CCCCCCC1,u,-5%,-13%,-54*,u,x,12µM*,9%,-11%
CN(C)CCNC(=O)c1sc2nc(-c3ccccc3)cc(C(F)(F)F)c2c1N,23µM*,18µM*,u,-99*,u,u,u,u,-10%
Cc1ccnc(SCCn2c(N3CCN(C)CC3)nc3c2c(=O)n(C)c(=O)n3C)n1,10%,9%,2%,3,2%,x,-1%,-8%,0%
Cc1ccc(C(=O)N/C(=C/c2ccc(-c3cc(C(F)(F)F)ccc3Cl)o2)C(=O)NCc2cccnc2)cc1,-17%,-21%,9.2µM*,u,u,-29%,8%,1%,-7%
COCc1[nH][nH]c(=O)c1C=Nc1ccc(Oc2ccccc2)cc1,-9%,-7%,-2%,0,8%,-1%,u,-9%,0%
COc1cccc(NC(=O)CSc2nc3ccccc3c3nc4ccccc4n23)c1,u,u,-1%,-1,11%,-20%,u,-4%,-5%
CC(=O)c1cccc(NCC(=O)N2CCN(S(=O)(=O)c3ccccc3)CC2)c1,0%[9.24 µM],5%,14%,8,8%,-2%,3%,-32%[inhibitor],-2%
Cc1[nH]c2ccccc2c1SCC(=O)N1CCN(c2ccccc2)CC1,16%,5%,-17%,-19,-2%,-3%,2%,8%,-12%
CC(c1ccccn1)N(C)C(=O)c1ccc2nc(Cc3ccccc3F)oc2c1 (stereo not drawn),5%,1%,u,i,0%,62%[activator],-3%,-11%,-26%
CCCCn1nnnc1C(c1ccccc1)N1CCN(Cc2c(F)cccc2Cl)CC1 (stereo not drawn),-7%,8%,u,15,5%,1%,x,x,1%
COc1ccc(COCCN2CCN(S(=O)(=O)c3ccccc3)CCC2=O)cc1,-1%,3%,-11%,24,9%,1%,7%,0%,5%
C=CCn1c(SCC(=O)c2c(C)[nH]c3ccccc23)nnc1-c1ccncc1,3%,u,5%,-1,4%,-8%,4%,0%,-4%[57.1 µM]
C=CCSc1nc(C)c(CC(=O)OCCCC)c(=O)[nH]1,3%,2%,-5%,26,3%,43%[activator],1%,-4%,2%
O=C(NCc1ccccc1)c1cc(C2CCCCN2C(=O)c2ccccc2)on1 (stereo not drawn),3%,-5%,2%,45,0%,-11%,x,x,-1%
CCn1c(COc2cccc(C)c2)nnc1SCC(=O)Nc1cccc(C(=O)OC)c1,-9%,-7%,-5%,-2,5%,-2%,3%,-1%,0%
CCOC(=O)c1c(C)[nH]c(C2=NNC(=Nc3ccc(OCC)cc3)SC2)c1C,1%,-9%,0%,-52*,u,-29%,u,u,-16%
O=C(NC(Cc1ccccc1)C(=O)O)/C(=C\c1ccc(F)cc1)NC(=O)c1ccccc1 (stereo not drawn),-1%,3%,-4%,9,-3%,4%,-6%,-4%,4%
# More results.
SMILES,HT1080NT lethal,HT1080 IDH1KD tx,KB-V1 MDR tox,IL-1B inflam inh,KB-3-1 tox,ATXN2 expr inh,MCF10A rerep,SW480 rereplic,WRN inhibitor
Cc1ccc2[nH]c(=O)c(CN(Cc3cccs3)C(=S)NCC3CCCO3)cc2c1 (stereo not drawn),1%,-7%,u,-10,1%,0%,1%,49%,-5%
Cc1cc(C)c(S(=O)(=O)N2CCN(C(=O)c3c(C)noc3C)CC2)c(C)c1,1%,4%,0%,-8,-1%,9%,7%,-32%[inhibitor],-9%
Cc1ccc2nc(Nc3nc(CSc4nc5ccccc5s4)cc(=O)[nH]3)nc(C)c2c1,13%,7%,-17%,1,2%,-2%,-2%,-2%,17%
CCn1cc(/C=C/C(=O)Nc2c(C)nn(Cc3ccccc3)c2C)cn1,11%,7%,u,8,-12%,-16%,6%,-5%,-2%
CC1(C)C(=O)Nc2ccccc2N1C(=O)CSc1ncccn1,15%,8%,5%,-8,-4%,-1%,-1%,1%,-5%[11.6 µM]
COc1cc(/C=C2\CCc3c2nc2ccccc2c3C(=O)O)cc(OC)c1OC,u,u,-4%,20,9%,x,2%,3%,32µM*
O=C(O)c1cccc(Cn2c(Cl)c(/C=N/NC(=O)c3ccco3)sc2=O)c1,1%,5%,u,9,-6%,19%,-15%,1%,-2%
CCOC12NC(=O)CC(=O)N1C(c1ccccc1)=CS2 (stereo not drawn),4%,12%,-2%,-11,9%,2%,13%,-1%,-5%
Cc1ccc(-c2nnc3ccc(SCC(=O)NCc4ccco4)nn23)cc1,-16%[9.24 µM],-19%,u,-6,-12%,1%,0%,2%,-20%
CCCC(=O)Nc1ccc(C(=O)COC(=O)c2c(C)noc2C)cc1,-5%,-7%,-19%,13,-16%,-3%,20%,u,0%
Cc1c(C(=O)NCC2CCCO2)oc2ccc(S(=O)(=O)N3CCCC3)cc12 (stereo not drawn),1%,-6%,-8%,54,3%,-5%,0%,-12%,-1%
CC(C)NC(=O)/C(=C\c1cccc([N+](=O)[O-])c1)NC(=O)c1ccccc1,11%,2%,u,0,-16%,1%,0%,-14%,6%
Cc1ccc(NC(=O)CN2CCc3cc4c(cc3C2C)OCCCO4)cc1 (stereo not drawn),0%,-8%,-10%,u,-21%,-10%,4%,u,-4%
O=C(C[n+]1ccccc1)N/N=C/c1cc(Br)ccc1F,-5%,0%,0%,0,-10%,1%,0%,0%,22%
CC1(C2CC2)NC(=O)NC1=O (stereo not drawn),8%,4%,0%,10,-3%,14%,21%,-6%,1%
CCCN1CCN(CC(=O)Nc2cc(OCC)ccc2OCC)CC1,-4%,11%,6%,-11,5%,x,-8%,11%,0%
O=C(CSc1ncccn1)N1CCCCCC1,-10%,1%,27%,8,-1%,5%,-6%,-6%,-3%
CC1CCCN(CCCNC(=O)c2coc3nc4ccccc4nc23)C1 (stereo not drawn),13%,6%,u,19,2%,-5%,21%,-5%,-10%
COc1ccc(NC(=O)Nc2cccc(C(=O)N3CCOCC3)c2)cc1OC,-4%,-1%,25%,-5,5%,0%,10%,-3%,-6%
CC1(C)C2CCC1(C)C(OCC[N+](C)(C)CC(=O)OC1CCCCC1)C2 (stereo not drawn),u,u,-3%,15,u,x,u,0%,-5%
Cc1cc(OC(F)F)ccc1NC(=O)Nc1ccc2c(c1)OCO2,-7%,0%,-13%,-23,4%,1%,-1%,-6%,3%

# 11 entries already listed, arranged by molar mass, low to high:
SMILES,HT1080NT lethal,HT1080 IDH1KD tx,KB-V1 MDR tox,IL-1B inflam inh,KB-3-1 tox,ATXN2 expr inh,MCF10A rerep,SW480 rereplic,WRN inhibitor
CC1(C2CC2)NC(=O)NC1=O (stereo not drawn),8%,4%,0%,10,-3%,14%,21%,-6%,1%
O=C(CSc1ncccn1)N1CCCCCC1,-10%,1%,27%,8,-1%,5%,-6%,-6%,-3%
CCOC12NC(=O)CC(=O)N1C(c1ccccc1)=CS2 (stereo not drawn),4%,12%,-2%,-11,9%,2%,13%,-1%,-5%
O=C(C[n+]1ccccc1)N/N=C/c1cc(Br)ccc1F,-5%,0%,0%,0,-10%,1%,0%,0%,22%
CCCC(=O)Nc1ccc(C(=O)COC(=O)c2c(C)noc2C)cc1,-5%,-7%,-19%,13,-16%,-3%,20%,u,0%
CC(C)NC(=O)/C(=C\c1cccc([N+](=O)[O-])c1)NC(=O)c1ccccc1,11%,2%,u,0,-16%,1%,0%,-14%,6%
Cc1ccc(NC(=O)CN2CCc3cc4c(cc3C2C)OCCCO4)cc1 (stereo not drawn),0%,-8%,-10%,u,-21%,-10%,4%,u,-4%
Cc1ccc(-c2nnc3ccc(SCC(=O)NCc4ccco4)nn23)cc1,-16%[9.24 µM],-19%,u,-6,-12%,1%,0%,2%,-20%
COc1cc(/C=C2\CCc3c2nc2ccccc2c3C(=O)O)cc(OC)c1OC,u,u,-4%,20,9%,x,2%,3%,32µM*
Cc1ccc2[nH]c(=O)c(CN(Cc3cccs3)C(=S)NCC3CCCO3)cc2c1 (stereo not drawn),1%,-7%,u,-10,1%,0%,1%,49%,-5%
Cc1ccc2nc(Nc3nc(CSc4nc5ccccc5s4)cc(=O)[nH]3)nc(C)c2c1,13%,7%,-17%,1,2%,-2%,-2%,-2%,17%

# Screening data from PubChem BioAssay.
